From PubChem
Epigenetic reg = epigenetic control regulation, reporter derepression; murine LDR cells, GFP reporter derepression, 30 h; Potency, µM (doses to about 53.9 µM), for inactives: at the top dose GFP activation, hits mostly activators; 0.2% of 280,000 active; AID 1865; further: potency means the concentration at half of the fitted maximal effect; % of control where 0% means no effect; nearly all actives have a fitted effect of over 60% in size
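Murine LDR cells bearing a silenced CMV-driven GFP reporter were exposed to compound for 30 h at 37 C. After PBS washes, GFP-positive cells (20-120 um objects) counted by laser-scanning microplate cytometry.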
NPSR antagonist = blocks cAMP signaling of the human neuropeptide S receptor | CHO-NPSR cells, cAMP TR-FRET, antagonist mode | 1% of 220,000 active | AID 1461 | Potency, µM (highest dose often 38.3 µM), for the others: at the top dose activity change, negative = inhibition, hits mostly inhibitors; further: potency means the concentration at half of the fitted maximal effect; on the % scale 0 is the no-effect control and ±100 the full control effect; nearly all actives have a fitted effect of over 50% in size; many of its hits are not listed in these tables
Target sequence (Q6W5P4 whole entry, looked up): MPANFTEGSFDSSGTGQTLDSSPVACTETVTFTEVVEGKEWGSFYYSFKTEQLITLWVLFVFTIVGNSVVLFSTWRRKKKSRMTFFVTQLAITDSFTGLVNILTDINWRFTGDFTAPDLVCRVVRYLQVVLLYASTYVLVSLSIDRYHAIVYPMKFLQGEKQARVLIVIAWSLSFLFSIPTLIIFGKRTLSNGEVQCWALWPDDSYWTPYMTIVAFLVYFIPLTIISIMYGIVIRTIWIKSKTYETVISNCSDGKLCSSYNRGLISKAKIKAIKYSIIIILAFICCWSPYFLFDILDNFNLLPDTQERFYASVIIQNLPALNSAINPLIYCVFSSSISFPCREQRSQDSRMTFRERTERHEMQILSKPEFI
aGal spleen mod = alpha-galactosidase A (human) modulation | 0.008% of 240,000 active | P06280 | Potency, µM (doses to about 80 µM), inactives show at the top dose activity change, negative = inhibition, actives largely listed as inhibitors | human spleen homogenate, 4MU-alpha-Gal fluorescence, 40 min;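 further: potency means the concentration at half of the fitted maximal effect; 0% = enzyme with vehicle and -100% = no enzyme basal signal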
Target sequence (P06280 32-429 limits assumed): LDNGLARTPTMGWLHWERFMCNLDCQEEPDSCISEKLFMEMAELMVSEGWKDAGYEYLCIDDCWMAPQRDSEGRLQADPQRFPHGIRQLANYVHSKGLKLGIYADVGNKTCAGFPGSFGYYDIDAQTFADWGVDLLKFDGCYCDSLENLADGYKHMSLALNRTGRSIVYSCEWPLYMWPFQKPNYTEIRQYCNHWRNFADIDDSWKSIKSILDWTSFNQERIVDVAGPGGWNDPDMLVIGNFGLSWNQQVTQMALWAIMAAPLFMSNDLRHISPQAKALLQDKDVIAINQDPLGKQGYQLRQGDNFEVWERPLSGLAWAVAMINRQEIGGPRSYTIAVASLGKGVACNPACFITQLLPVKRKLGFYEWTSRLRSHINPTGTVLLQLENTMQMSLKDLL
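Inhibition or activation of alpha-galactosidase in human spleen homogenate is scored by 4-MU fluorescence after 40 min at 37C, pH 5.0, with 1 mM substrate. AC50s come from concentration-response fitted to the Hill equation.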
CBFb-RUNX1 inh = CBF-beta/RUNX1 interaction disruption. 230,000 tested, under 10 active. Q01196+Q13951. AlphaScreen CBFb-His/RUNX1-biotin binding, biochemical. Potency, µM (top dose mostly 59.8 µM), for the others: at the top dose activity, negative = inhibition, usual class: inhibitors; further: % of control where 0% means no effect
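Proteins preincubated together for 20 min at RT before compound addition; 15 min later, nickel and streptavidin beads were added and left 90 min prior to AlphaScreen measurement.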
LMNA splice mod = LMNA splicing modulation. HeLa LMNA splicing GFP/RFP minigene ratio, 48 h. 0.01% of 200,000 active. AID 1487. Potency, µM (titrated, usually from 46.1 µM), without a hit: top-dose ratio change, negative = inhibition, most hits filed as inhibitors; active means well fitted inhibition curve with a large enough effect in the signal ratio, with a control signal flat, not every such curve was filed as active; inconclusive means small, poorly fitted or top-dose-only effect, or effect the other way, or a change in a side signal; the % refers to the signal ratio; further: potency means the concentration at half of the fitted maximal effect; on the % scale 0 is the no-effect control and ±100 the full control effect
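S3 HeLa cells stably expressing lamin A-EGFP splicing minigene plus DsRed2, 600 cells/well, 48 h compound exposure at 37C. Laser-scanning cytometry; analysed as GFP (500-530 nm)/RFP (575-640 nm) total intensity ratio; 0.5% DMSO vehicle.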
KinaseGlo FLuc = blocks Kinase-Glo luciferase, a counter-screen artifact; Q27757; Potency, µM (titrated, usually from 38.3 µM), for the others: at the highest dose activity change, negative = inhibition, hits mostly inhibitors; Kinase-Glo luciferase, ATP luminescence, 8 min; 0.28% of 200,000 active; further: potency means the concentration at half of the fitted maximal effect; on the % scale 0 is the no-effect control and ±100 the full control effect; nearly all actives have a fitted effect of over 60% in size
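Compound is pinned into ATP-containing buffer (10 uM ATP, imidazole pH 7.2, 7 mM MgCl2). Kinase-Glo luciferase reagent is then added. Light output is recorded following an 8-min room-temperature incubation.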
IMPase Li inh = membrane-permeable IMPase blocker, potentiated with lithium; AID 1457; 0.35% of 210,000 active; CHO-M1 cells, IP1 TR-FRET (IP-One), carbachol + lithium; Potency, µM (doses to about 59.4 µM), for inactives: at the top dose activity, negative = IMPase inhibition, most hits filed as inhibitors;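 further: IP1 builds up when IMPase is blocked and the TR-FRET signal falls; potency means the concentration at half of the fitted maximal effect; plate controls were basal vehicle for no effect and high inhibitor control for full effect; nearly all actives have a fitted effect of over 50% in size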
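CHO cells stably expressing M1 receptor (2000/well, cultured 16–30 h) treated 30 min at 37C with compound plus low lithium. Cytosolic IP1 by TR-FRET (665/620 ratio and 620 channel) after 10 min lysis; AC50 by Hill fit.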
* marks the source's active call; other numbers are inactive results; ? = inconclusive; . = not tested or not shown; [ ] = another dose, or the depositor's remark. Unless noted, the call rests on the fitted dose curve; in most records, active means well fitted curve in the direction sought with a large enough effect; inconclusive means small, poorly fitted or top-dose-only effect, or another doubt; inactive means no such curve, though single readings can be large; an effect the other way counts as inactive or inconclusive. These rows are one share of the data; the hit share may differ from the screen's.

SMILES | Epigenetic reg | NPSR antagonist | aGal spleen mod | CBFb-RUNX1 inh | LMNA splice mod | KinaseGlo FLuc | IMPase Li inh
Cn1cc(S(=O)(=O)CC(=O)N2CCc3ccccc32)c2ccccc21 | 1.6% | -4%[46.1 µM] | -11% | 0% | -5% | 17% | ?
Cc1cc(Cl)ccc1OCC(=O)N/N=C1\CC2C=CCC12 (centres undefined) | 1.1% | -2% | 0% | 4% | 9% | 10% | -1%
O=C(CNC(=O)C(c1ccccc1)c1ccccc1)OCC(=O)c1cccs1 | 1.5% | 1% | 5% | 1% | -9% | -2% | -9%
O=[N+]([O-])c1ccccc1-c1ccc(/C=N/n2cnnc2)o1 | -1.1% | -11%[46.1 µM] | -2% | -3% | ? | 5% | -3%[38.3 µM]
CN(C1CCCCC1)S(=O)(=O)c1ccc(S(=O)(=O)N2CCN(C(=O)c3ccccc3F)CC2)cc1 | 2.8% | -5%[46.1 µM] | -1% | 1% | -1% | 1% | 15%[38.3 µM]
CC(=O)c1ccc(NC(=O)C2CCCN2S(=O)(=O)c2cccc3cccnc23)cc1 (centres undefined) | -0.2% | -14%[46.1 µM] | 4% | -2% | -1% | 0% | 6%[38.3 µM]
CC(=O)c1ccc(NC(=O)COC(=O)c2nc(Cl)ccc2Cl)cc1 | 5.0% | 2% | 9% | 2% | ? | 3% | 0%
Cc1nn(-c2ccccc2)c(C)c1/C=N/n1c(-c2ccncc2)n[nH]c1=S | -3.0% | -21% | 11% | 10% | ? | -3% | 12%
CC1Cc2ccccc2N1CC(=O)NC(=O)NCc1ccccc1 (centres undefined) | 1.1% | -17% | 3% | -5% | -7%[46 µM] | -1% | -6%
C=CCN=C1CC(C)(C)C(C(=O)OC)C(O)=C1C(=O)CCC (centres undefined) | 1.2% | 2% | 9% | 8% | -5%[46 µM] | -2% | 8%
CCN(C(=O)COC(=O)c1cc(S(=O)(=O)N2CCc3ccccc32)ccc1OC)C1CCS(=O)(=O)C1 (centres undefined) | -2.3% | -5% | -8% | 1% | -20%[46 µM] | 2% | 5%
Cc1ccc(C(=O)N/C(=C\c2ccco2)C(=O)NCC2CCCO2)cc1C (centres undefined) | -1.0% | -12%[46.1 µM] | -5% | 5% | 2% | -3% | 15%[38.3 µM]
Cc1ccc(CCNC(=O)C2CCN(c3nn4c(=O)cc(C)nc4s3)CC2)cc1 | 0.3% | -9%[46.1 µM] | -14% | -17% | 0% | 4% | 0%[38.3 µM]
S=C(NC1CCCCC1)N1CCC([C@H]2C=NC=N2)CC1 | -0.4%[16.9 µM] | . | 12%[29.1 µM] | -4%[21.7 µM] | 9% | 1%[17.1 µM] | 11%
Cc1cc(C)c2c(c1)-c1c(ssc1=S)C(C)(C)N2C(=O)CN1C(=O)c2ccccc2C1=O | 0.0% | -20% | -3% | 11% | ? | -1% | 9%
CC(=O)N1CCc2cc(S(=O)(=O)NCCC(=O)Nc3cccc(C)c3C)ccc21 | 0.0% | -9%[46.1 µM] | 15% | 1% | -12% | -4% | -6%[38.3 µM]
N#CC(c1ccc(F)cc1)c1ccc(C(=O)c2ccccc2)cc1 (centres undefined) | 15% | 16%[46.1 µM] | 3% | 10% | ? | 5% | 14%[38.3 µM]
COc1ccc(/C=C/C(=O)NCCc2ccc(S(N)(=O)=O)cc2)cc1 | -1.0% | 8% | 5% | -3% | 9% | -4% | 1%
O=C(CC(NC(=O)c1ccccc1Cl)c1ccccc1)Nc1ccc2c(c1)OCO2 (centres undefined) | -0.3% | -7%[46.1 µM] | 5% | -4% | 1% | -8% | 10%[38.3 µM]
CCCCNC(=O)CN(c1cc(C(F)(F)F)ccc1Cl)S(C)(=O)=O | 2.1% | 8% | 3% | -1% | 14% | -3% | 2%
O=C(COC(=O)Cn1cnc2ccccc21)Nc1cccc([N+](=O)[O-])c1 | -1.4% | 8% | -6% | 4% | 31%[46 µM] | -3% | 9%
Cc1ccc(S(=O)(=O)N(CC(=O)N=Nc2c(O)[nH]c3ccccc23)c2cccc(C)c2)cc1 | -1.1% | -10% | 4% | -4% | ? | -1% | 7%
CCCCCSc1nncc(=O)[nH]1 | -1.4% | -12%[46.1 µM] | 7% | -4% | 13% | -7% | 4%[38.3 µM]
Nc1ncnc2nc(SCCN3CCCCC3)[nH]c12 | -0.8% | -4%[46.1 µM] | -8% | -5% | 14% | -2% | 14%[38.3 µM]
CCCN1C(=O)/C(=C/c2cc(C)n(C)c2C)SC1=Nc1ccc(OC)cc1 | -1.4% | -27%[46.1 µM] | -5% | -10% | -5% | -8% | 24%[38.3 µM]

(more compounds)
SMILES | Epigenetic reg | NPSR antagonist | aGal spleen mod | CBFb-RUNX1 inh | LMNA splice mod | KinaseGlo FLuc | IMPase Li inh
COCCNc1ncnc2ccc(-c3cccnc3)cc12 | . | . | -11% | . | ? | . | 14%
CC(C)C[C@@H]1NC(=O)N(CCN2CCOCC2)C1=O | -3.3% | 2%[46.1 µM] | -1% | 3% | 5% | . | .
COc1ccc(CCNC2=C(Cl)C(=O)N(CCc3ccc(OC)c(OC)c3)C2=O)cc1OC | -1.6% | ? | 5% | 4% | -10% | -2% | 28%[38.3 µM]
Cc1cc(C)n2nc(C(=O)OCC(=O)c3cc(C)n(C)c3C)nc2n1 | -2.3% | -16%[46.1 µM] | 5% | ? | 3% | -2% | -1%[38.3 µM]
COc1ccc(CC2S/C(=N/N=C/c3ccccc3O)NC2=O)cc1 (centres undefined) | -2.4% | -10% | 2% | -2% | . | . | .
CC(=O)c1c(OC(=O)c2cccc(Cl)c2)c2ccccc2n1C | 0.5% | 25% | 3% | 7% | . | . | .
O=C1CSC(c2ccccc2)N1CC(O)c1ccc([N+](=O)[O-])cc1 (centres undefined) | -1.2% | -24% | 4% | -8% | . | -6% | -6%
CCNC(=O)Cn1c(=O)c(=O)n(Cc2ccccc2)c2ccc(Cl)cc21 | -2.0% | 3% | 2% | 2% | ? | 0% | 5%
COc1ccc(C(Nc2ccccn2)c2c(NC(=O)c3ccco3)sc(C)c2C)cc1 (centres undefined) | -1.1% | -37% | -2% | -14% | ? | 1% | 4%
c1coc(CN2CN=C(Nc3nc4ccccc4s3)NC2)c1 | 0.0% | -5%[46.1 µM] | -3% | -4% | ? | 2% | 3%
COc1ccc(CCN2C(=S)N(C)C(=O)C2CC(=O)Nc2ccc(OC)cc2)cc1 (centres undefined) | 1.1% | 43% | -3% | 0% | . | 2% | 7%
CCCc1cc(=O)[nH]c(SCc2nc3ccc([N+](=O)[O-])cc3[nH]2)n1 | 0.0% | 8% | -2% | -24% | ? | -3% | -8%
O=S(=O)(c1ccc2ccccc2c1)N1CCN(S(=O)(=O)N2CCCCC2)CC1 | 0.1% | -5%[46.1 µM] | -6% | 3% | -1% | -2% | 30%[38.3 µM]
COc1ccccc1C(c1nnnn1Cc1ccco1)N1CCN(c2cccc(C)c2C)CC1 (centres undefined) | -1.2% | ? | 0% | 2% | -10% | 3% | 10%
Nc1ccc2oc(C3CCCCC3)nc2c1 | -2.7% | -15% | 9% | -1% | . | -3% | 8%
COc1ccc(OCc2nn3c(-c4cccc(OC)c4)nnc3s2)cc1 | 0.4% | -41%[46.1 µM] | 0% | 1% | 5% | -2% | 12%[38.3 µM]
Cc1cc(Br)c2[nH]c3c(c2c1)CCCC3=O | -0.1% | -9%[46.1 µM] | -3% | 3% | 5% | 16% | 28%[38.3 µM]
O=C(O)c1ccc2c(c1)C(=O)N(c1cc(C(=O)O)ccc1Br)C2=O | -1.1% | -7%[46.1 µM] | -1% | 1% | 7% | -2% | 25%[38.3 µM]
O=C(Nc1ccc(C(=O)O)cc1)/C(=C\c1ccc2c(c1)OCO2)NC(=O)c1ccco1 | 1.5% | 6% | -21% | 10% | . | 1% | -2%
O=C(CSc1nc(-c2ccc(F)cc2)cc(C(F)(F)F)n1)NCc1cccs1 | 0.0% | -41% | 3% | 8% | ? | 3% | 5%
O=C(NCCc1cccs1)c1cccs1 | 0.1% | 10% | 1% | 0% | ? | -2% | 1%
Cc1oc(-c2ccccc2F)nc1CN1CCC(C(=O)NC2CCCc3ccccc32)CC1 (centres undefined) | 1.8% | ? | 3% | -1% | 3% | -1% | -2%[38.3 µM]
COc1ccc(-c2cc(C(F)(F)F)nc(N3CCN(c4ccc(F)cc4)CC3)n2)cc1OC | 6.5% | -15%[46.1 µM] | 2% | -1% | 29% | 5% | 20%[38.3 µM]
CCOc1ccc(S(=O)(=O)/N=C(/c2ccccc2)N(C)C)cc1 | 1.0% | -20% | 4% | 4% | 17%[46 µM] | -2% | 4%
Cc1ccc(/C=C/C(=O)NCc2cccs2)o1 | 10% | -9% | -5% | -4% | . | 2% | 12%

(cont.)
SMILES | Epigenetic reg | NPSR antagonist | aGal spleen mod | CBFb-RUNX1 inh | LMNA splice mod | KinaseGlo FLuc | IMPase Li inh
CCC(C)NCCOCCOc1ccc(Cl)c2ccccc12 (centres undefined) | 1.1% | ? | -16% | 6% | . | -1% | 2%
CCOc1ccc(NC(=O)CSc2nnc(C3CC3)n2N)cc1 | 0.0% | -15%[46.1 µM] | -2% | 7% | 7% | 1% | -1%[38.3 µM]
CN(C)CCCN(Cc1ccccc1)C(=S)Nc1ccc(SC(F)F)cc1 | -0.3% | -2% | -2% | -9% | . | 0% | 22%
O=S(=O)(c1ccc(N=C2NN=C(c3cc(F)ccc3F)CS2)cc1)N1CCOCC1 | 5.3% | 7% | 7% | 19% | . | . | -13%
Cc1ccc2nc(N3CCN(C(=O)c4cccs4)CC3)c(C#N)cc2c1 | 3.5% | -6%[46.1 µM] | 8% | ? | ? | . | .
COc1cc(C2C(C(=O)OC(C)C)=C(C)Nc3ncnn32)cc(OC)c1OC (centres undefined) | -2.2% | -6%[46.1 µM] | 0% | -1% | 5% | 2% | 19%[38.3 µM]
C=CCSc1nnc(-c2c[nH]c3ccccc23)n1CC | -0.2% | -10%[46.1 µM] | -1% | 2% | 0% | 2% | -1%[38.3 µM]

Part of the list above in order of molecular weight, lowest first:
SMILES | Epigenetic reg | NPSR antagonist | aGal spleen mod | CBFb-RUNX1 inh | LMNA splice mod | KinaseGlo FLuc | IMPase Li inh
CCC(C)NCCOCCOc1ccc(Cl)c2ccccc12 (centres undefined) | 1.1% | ? | -16% | 6% | . | -1% | 2%
Cc1ccc2nc(N3CCN(C(=O)c4cccs4)CC3)c(C#N)cc2c1 | 3.5% | -6%[46.1 µM] | 8% | ? | ? | . | .
CN(C)CCCN(Cc1ccccc1)C(=S)Nc1ccc(SC(F)F)cc1 | -0.3% | -2% | -2% | -9% | . | 0% | 22%
